HTRA1 inh: HTRA1 (human) protease inhibition; AID 504803; Q92743; recombinant HTRA1, FP-rhodamine activity-based probe, fluorescence polarization; inhibition, % at 5.96 µM; hit rate 0.5% among 340,000; in the data active = inhibition above about 36%;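 note: 0% = enzyme with DMSO and 100% = wells lacking enzyme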
PRMT1 FP inh: inhibitors of human PRMT1 | Q99873 | hit rate 1.3% among 370,000 | inhibition, % at 2.79 µM | recombinant PRMT1, activity-based probe fluorescence polarization;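 active = inhibition above about 21% made by adding two undisclosed values, limit read from the data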
ABHD4 inh: ABHD4 (mouse) inhibition, primary FP screen; Q8VD66; purified mABHD4, FP-Rh probe fluorescence polarization; inhibition, % at 8.92 µM; hit rate 0.54% among 370,000; AID 720543;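 active = inhibition exceeding the mean over every tested compound plus 3 SD, cut at about 30% in these data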;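 note: 0% = plate median of compound wells and 100% = S159A mutant with DMSO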
Target sequence (Q8VD66 whole entry, looked up): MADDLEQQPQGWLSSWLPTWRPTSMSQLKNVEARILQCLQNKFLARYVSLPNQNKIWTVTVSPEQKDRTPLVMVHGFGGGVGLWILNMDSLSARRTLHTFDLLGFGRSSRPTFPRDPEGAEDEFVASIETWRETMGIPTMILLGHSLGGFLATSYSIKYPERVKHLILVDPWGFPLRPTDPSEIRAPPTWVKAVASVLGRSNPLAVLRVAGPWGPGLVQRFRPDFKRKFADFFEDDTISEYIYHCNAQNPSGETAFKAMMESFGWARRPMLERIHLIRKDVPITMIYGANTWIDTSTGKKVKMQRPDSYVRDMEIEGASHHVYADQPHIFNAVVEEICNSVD
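System: mouse ABHD4 enzyme, wild type / Medium: HEPES pH 7.0, NaCl, Pluronic buffer / Reagent: FP-Rh activity-based fluorescent probe / Control set: S159A mutant high control, sample median low control / Detection: fluorescence polarization with parallel and perpendicular emission, 525/598 nm / Schedule: 45 min + 60 min at 25 °C / Compound dosing: 8.92 µM, single dose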
SIAE inh: inhibitors of human sialic acid acetylesterase SIAE. AID 1053197. Q9HAT2. SIAE FP-Rh probe binding, fluorescence polarization. inhibition, % at 9.66 µM. hit rate 0.69% among 370,000;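 active = inhibition above a cutoff: mean of compounds within the control limits plus 3 SD of those, cut at about 17% in these data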;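 note: 0% = plate median of compound wells and 100% = probe without SIAE protein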
TDP2 inh: TDP2 (human) inhibition, absorbance primary screen | hit rate 0.34% among 370,000 | AID 720702 | O95551 | inhibition, % at 12.8 µM | recombinant TDP2, T5PNP hydrolysis, p-nitrophenol absorbance 415 nm;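 active = inhibition above the mean of all tested compounds plus 3 SD, set per campaign, cut at about 25% in these data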;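 note: 0% = DMSO with enzyme and 100% = buffer with substrate but no TDP2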
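Assay system: recombinant human TDP2 / Reagent: T5PNP substrate at 5 mM, a TopII-DNA adduct mimic / Measured by: epi absorbance from released p-nitrophenol / Evaluation: % inhibition relative to enzyme-containing and enzyme-free wells / Control set: enzyme-free and DMSO wells / Replicates: each compound tested once, singlicate / Schedule: enzyme reaction with compound for 2 h at 37 °C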
TCR CD3 inh: blocks the human TCR-CD3 interaction | TAMRA-labeled TCR probe fluorescence, biochemical | inhibition, % at 9.4 µM | hit rate 0.37% among 360,000 | AID 651800; in the data active = inhibition above about 19%;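 note: recombinant mutant TCR 2C K166C tagged with TAMRA read by polarization; 0% = receptor in buffer alone and 100% = receptor with positive control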
DDE Tn7 FP inh: DD(E)-Tn7 binding inhibition, primary FP screen. P02675. FP displacement of FITC-Tn7 peptide from fibrin DD(E); 0% = median of compound wells per plate. inhibition, % at 8.3 µM. hit rate 0.13% among 370,000. AID 720508;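 active = inhibition above the mean of compounds falling within the control limits plus 3 SD of them, cut at about 14% in these data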;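 note: 0% = plate median of compound wells and 100% = 10 µM Aha-Tn7 peptide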
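Assay system: Human fibrin DD(E) protein | Medium: Tris buffer with calcium and detergent, pH 7.8 | Reagent: 0.1 µM fluorescent Tn7 | Compound dosing: Single point at 8.3 µM | Times: 10 min preincubation, 3 h with tracer, room temperature | Detection: Fluorescence polarization of the labelled Tn7 tracer | Controls: Aha-Tn7 high control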
PG9 binder: binds the HIV-1 gp120 antibody PG9; TR-FRET gp120-PG9 antibody binding; hit rate 0.43% among 360,000; inhibition, % at 6.7 µM; in the data active = inhibition above about 8.5%
UHRF1 binding: human UHRF1 methylated DNA binding inhibitors | UHRF1 binding to methylated oligo, TR-FRET | inhibition, % at 4.4 µM | Q96T88 | AID 687016 | hit rate 0.75% among 370,000; in the data active = inhibition above about 21%;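 note: UHRF1 SRA domain binding a hemimethylated CpG hairpin DNA probe; 0% = median of test compound wells and 100% = reference inhibitor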
Target sequence (Q96T88 whole entry, looked up, the tested form may be a part): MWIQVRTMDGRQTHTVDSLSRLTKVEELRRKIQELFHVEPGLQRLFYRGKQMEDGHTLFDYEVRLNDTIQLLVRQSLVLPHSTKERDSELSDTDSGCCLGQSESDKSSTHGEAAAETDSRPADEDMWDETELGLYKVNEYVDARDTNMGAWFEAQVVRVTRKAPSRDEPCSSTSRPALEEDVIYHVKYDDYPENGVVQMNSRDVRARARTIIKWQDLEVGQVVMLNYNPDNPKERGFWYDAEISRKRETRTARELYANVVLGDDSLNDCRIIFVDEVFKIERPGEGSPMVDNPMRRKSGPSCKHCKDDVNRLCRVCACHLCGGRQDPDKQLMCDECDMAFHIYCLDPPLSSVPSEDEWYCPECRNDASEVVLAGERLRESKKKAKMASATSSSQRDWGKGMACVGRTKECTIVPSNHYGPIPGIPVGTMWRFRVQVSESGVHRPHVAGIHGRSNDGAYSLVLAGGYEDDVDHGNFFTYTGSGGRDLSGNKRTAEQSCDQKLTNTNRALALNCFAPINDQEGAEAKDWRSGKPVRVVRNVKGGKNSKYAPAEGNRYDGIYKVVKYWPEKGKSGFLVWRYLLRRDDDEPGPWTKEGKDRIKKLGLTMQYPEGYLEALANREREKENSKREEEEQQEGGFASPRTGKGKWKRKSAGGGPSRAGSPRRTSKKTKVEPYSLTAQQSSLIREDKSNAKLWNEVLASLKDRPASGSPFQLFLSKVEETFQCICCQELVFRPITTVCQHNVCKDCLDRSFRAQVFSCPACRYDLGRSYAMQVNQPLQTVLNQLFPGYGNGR
LEDGF integ inh: blocks HIV-1 LEDGF/p75-dependent DNA integration; hit rate 0.64% among 370,000; TR-FRET IN-LEDGF/p75 DNA integration, Eu/Cy5; AID 743269; inhibition, % at 3.7 µM;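 active = inhibition above the screen-wide mean plus 3 SD, cut at about 13% in these data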;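 note: signal is the Cy5 over europium emission ratio at 671 and 618 nm; 0% = plate median of compound wells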
Numbers without * were called inactive; . = no result given.

#	smiles	HTRA1 inh	ABHD4 inh	TDP2 inh	TCR CD3 inh	PG9 binder
1	O=C(NCCc1ccccc1)C1CCCN1S(=O)(=O)c1ccccc1 (stereo not given)	.	3.0	-5.8	-2.4	-0.2
2	COc1cc(CN2CCN(Cc3ccc([N+](=O)[O-])cc3)CC2)c([N+](=O)[O-])cc1OC	-9.8	11.4	9.4	-1.7	-2.6
3	Cc1c(CC(=O)N[C@@H](C)C(=O)O)c(=O)oc2cc3c(cc12)CCC(C)(C)O3	-0.4	6.0	-3.4	-3.9	0.3
4	Cc1ccc2c(c1)NC(=O)C(CC(=O)NC1CCCCC1C)O2 (stereo not given)	1.7	1.4	-8.4	1.0	-1.2
5	C#CCOCCOCCOCCNc1nc(N2CCN(C(=O)[C@H](CC(N)=O)n3cc(C(N)[C@@H](C)CC)nn3)CC2)nc(N2CCN(C(=O)[C@H](CCCCN)n3cc([C@@H](N)CC(N)=O)nn3)CC2)n1 (stereo not given in full)	0.3	-1.0	2.3	0.2	-0.1
6	Cc1ccc(O)c(NC(=O)c2ccc3c(c2)C(=O)N(Cc2ccco2)C3=O)c1	-4.2	1.3	-7.1	-1.9	-2.5
7	O=c1oc(Cl)c(Cl)c2ccccc12	-0.3	-13.3	-1.8	-6.3	1.1
8	Cc1ccc(-n2c(-c3cnccn3)n[nH]c2=S)c(Br)c1	-1.0	-1.9	-1.5	7.8	-0.2
9	CC(=NNC(=S)Nc1ccccc1Cl)c1ccccn1	11.7	14.3	-9.6	0.7	0.6
10	O=c1[nH]nc(SCc2nnc(-c3ccc([N+](=O)[O-])cc3)o2)n1C1CCCCC1	1.7	-6.9	5.1	3.6	-2.6
11	COc1ccc2sc(-c3ccc(SC)cc3)c(C#CCO)c2c1	-60.5	-41.9	3.8	4.5	0.9
12	CC(NC(=O)c1ccc2c(c1)OCO2)c1cccc(C(F)(F)F)c1 (stereo not given)	-3.8	-1.9	-13.2	4.1	-2.0
13	Cc1nc2ccccc2c(=O)n1Nc1cccc(Cl)c1	-4.5	-2.5	-0.1	-1.7	0.4
14	OCCC1CN(Cc2ccc(F)cc2)CCN1CCCc1ccccc1 (stereo not given)	-6.3	-5.6	-14.5	-9.3	-2.1
15	COc1ccc(-c2noc(Cc3ccccc3OC)n2)cc1	-16.3	-6.4	-5.5	-0.3	-0.3

#	SIAE inh	LEDGF integ inh	UHRF1 binding	DDE Tn7 FP inh	PRMT1 FP inh
1	2.0	-2.2	4.2	8.1	2.1
2	0.6	0.9	0.3	-0.1	3.9
3	3.0	-1.9	-0.1	-2.0	-1.6
4	-1.9	0.5	-1.0	6.2	4.3
5	-6.9	2.6	12.8	-1.2	0.2
6	6.8	-1.9	-1.1	-1.6	-1.6
7	6.8	2.6	3.5	4.6	-3.7
8	4.2	2.7	1.2	0.8	-4.6
9	4.8	-0.3	-9.6	6.9	-4.9
10	8.5	4.5	-5.4	-2.4	-2.1
11	-27.1	-0.3	2.8	6.4	0.8
12	1.6	3.9	3.0	-9.0	-0.9
13	-8.6	0.9	0.8	6.5	3.2
14	-4.7	-5.4	4.6	-2.3	5.5
15	-2.4	0.5	-1.2	-4.6	-0.6

Among those listed so far, 2 have an aryl thioether with sulfur outside any ring:
#	smiles	HTRA1 inh	ABHD4 inh	TDP2 inh	TCR CD3 inh	PG9 binder
10	O=c1[nH]nc(SCc2nnc(-c3ccc([N+](=O)[O-])cc3)o2)n1C1CCCCC1	1.7	-6.9	5.1	3.6	-2.6
11	COc1ccc2sc(-c3ccc(SC)cc3)c(C#CCO)c2c1	-60.5	-41.9	3.8	4.5	0.9

#	SIAE inh	LEDGF integ inh	UHRF1 binding	DDE Tn7 FP inh	PRMT1 FP inh
10	8.5	4.5	-5.4	-2.4	-2.1
11	-27.1	-0.3	2.8	6.4	0.8

Continuation.
#	smiles	HTRA1 inh	ABHD4 inh	TDP2 inh	TCR CD3 inh	PG9 binder
16	CCOC(=O)C1=NNC2(c3ccc(Cl)cc3)C(=O)N(c3ccc(C)cc3)C(=O)C12 (stereo not given)	-11.4	-4.2	-9.2	-0.4	0.2
17	O=C(N/C(=C/C=C/c1ccccc1)C(=O)N1CCOCC1)c1ccccc1Br	3.2	-11.3	-4.2	-2.4	-7.0
18	C/C(=N\NC(=O)c1ccccc1O)c1cccc(NC(=O)c2ccccc2)c1	19.6	3.8	0.5	7.2	-1.7
19	CCOc1cc(C(=O)NCCCn2ccnc2)cc(OCC)c1OCC	-1.9	6.9	-15.0	11.5	-3.0
20	O=C1C=CC(=O)N1c1ccc(OC(F)F)cc1	-10.0	-2.4	-12.4	3.2	-0.4
21	CC1(C)CC(=O)N(CC(=O)N2CCN(c3cccc(Cl)c3Cl)CC2)c2ccccc2S1(=O)=O	.	-2.6	5.0	.	.
22	COc1ccc(OCc2nnc3n2N=C(c2ccc(C)cc2)CS3)cc1	-14.3	-12.3	0.6	3.3	0.5
23	O=C(C(=O)N1CCC(CNC(=O)c2ccccc2F)CC1)c1cc2ccccc2o1	.	3.9	1.2	0.8	-1.3
24	Cc1ccc(-n2c(SCC(=O)O)nc3c(sc(=S)n3-c3ccc(C)c(C)c3)c2=O)cc1	3.9	3.0	13.0	7.5	-1.4
25	COc1ccc(Br)cc1/C=N/NC(=O)c1ccc(COc2ccc3c(c2)CCC3)o1	-15.0	-7.3	-11.7	-4.6	-0.2
26	O=C(NCc1ccccc1CN1CCCC1)c1cc2cc(Cl)ccc2o1	-4.7	4.3	-5.5	14.4	0.1
27	Cc1cccc(-c2noc(CCCC(=O)N3CCOCC3)n2)c1	3.5	-1.3	1.3	37.0*	-0.4
28	Brc1ccsc1/C=N/Nc1ccccc1	1.6	9.6	-10.0	-3.3	-1.2
29	COc1ccc(S(=O)(=O)Nc2c(C)n(C)n(-c3ccccc3)c2=O)c(Cl)c1Cl	-1.2	6.5	-2.6	-6.7	0.1
30	CCOC(=O)c1c(-c2ccccc2)oc2ccc(O)c(CN(C)C)c12	3.1	2.4	3.1	3.8	-1.8

#	SIAE inh	LEDGF integ inh	UHRF1 binding	DDE Tn7 FP inh	PRMT1 FP inh
16	9.7	-1.3	-2.6	1.9	-2.5
17	2.5	-0.4	4.5	-3.5	-3.7
18	5.7	-1.8	-2.6	-2.8	-2.2
19	6.7	-3.4	-2.6	-5.9	-1.4
20	2.6	-5.4	12.6	-13.0	-0.1
21	2.9	-0.2	0.0	4.9	4.5
22	-1.8	3.6	-4.8	0.3	-3.9
23	3.4	-2.7	2.7	6.4	-2.9
24	0.4	0.9	-0.4	1.5	3.1
25	-3.7	-7.9	1.7	4.0	1.4
26	-0.7	-2.9	-1.8	-0.6	-1.4
27	0.2	-1.6	3.6	0.9	-1.2
28	11.2	3.2	-2.0	5.6	2.6
29	3.1	-5.8	2.5	1.5	2.9
30	-2.7	-2.3	-1.4	5.8	0.8

Other structures follow.
#	smiles	HTRA1 inh	ABHD4 inh	TDP2 inh	TCR CD3 inh	PG9 binder
31	Cc1cccc(C)c1OCCOC(=O)c1ccc(S(=O)(=O)N2CCCC2)cc1	-17.0	-0.7	-13.5	3.3	-0.9
32	CCCNC(=O)OC1CC2CC1[C@H]1CCCCN1C2=O (stereo not given in full)	.	-11.3	-9.5	-8.1	-1.1
33	Cc1sc2ncnc(SCC(=O)NNC(=O)COc3cccc4ccccc34)c2c1C	-0.7	-1.9	17.4	1.4	0.6
34	Cc1c(Br)cc(C(=O)OC2CCN(C)CC2)c(C)c1C	-2.9	-1.6	-3.5	-0.9	0.6
35	COc1cc(/C=N/n2c(C)n[nH]c2=S)ccc1OCc1ccccc1	2.9	-9.6	0.0	-4.2	-0.2
36	COc1ccc(CN2C(=O)CN=C2Nc2cccc(C)c2C)cc1	-3.7	6.7	-14.0	3.8	-0.5
37	COc1ccc(C2C3=C(CCCC3=O)NC3=C2C(=O)c2ccccc23)cc1 (stereo not given)	.	13.2	-4.8	-7.4	-8.0
38	COCCNc1ccc(-c2n[nH]c(=O)c3ccccc23)cc1[N+](=O)[O-]	4.0	6.9	0.1	5.9	0.0
39	CCCc1cc(=O)[nH]c(SCC(=O)N2CCc3ccccc32)n1	0.7	0.7	-1.0	4.4	-2.7
40	CCOc1ccc(NC(=O)CCN2C(=O)C3CCCCC3C2=O)cc1OCC (stereo not given)	-3.0	0.0	18.4	7.1	-1.9
41	CC(C)COC(=O)c1ccc2c(c1O)C(=O)c1ccccc1C2=O	-3.0	5.2	-0.3	1.7	-1.6
42	C/C(CC(=O)Nc1cc(C)ccn1)=N\NC(=O)c1ccc(C(C)(C)C)cc1	-2.8	3.3	4.9	-6.8	-0.6
43	Cn1c(CC(=O)NN)c(Sc2ccccc2)c2ccccc21	-2.9	-4.9	-22.5	-8.9	-3.0
44	COc1ccc(CCNC(=O)CCCn2nc(C)c([N+](=O)[O-])c2C)cc1OC	7.1	1.5	-17.4	0.1	-1.1
45	O=C(N/N=C/c1cccc(NC(=O)c2ccc(Cl)cc2)c1)c1cccc(O)c1	-83.4	-77.8	-3.0	-8.8	-1.2

#	SIAE inh	LEDGF integ inh	UHRF1 binding	DDE Tn7 FP inh	PRMT1 FP inh
31	-0.2	-4.8	20.1	3.0	0.0
32	1.1	1.8	22.6*	-2.1	9.4
33	-5.3	-1.6	-4.0	0.1	-1.5
34	-1.5	-1.1	12.0	4.3	0.0
35	4.9	-1.2	7.2	3.6	2.4
36	-0.6	1.7	2.5	-3.2	-2.8
37	13.7	0.1	-5.5	1.8	-1.9
38	1.8	3.8	-4.4	6.3	-2.0
39	7.9	5.9	0.4	-0.9	-0.9
40	3.9	-2.7	1.1	0.3	-1.4
41	-6.8	-1.5	-4.9	-6.9	2.3
42	0.0	1.4	-7.7	2.6	4.4
43	7.9	5.1	-0.1	-2.5	-1.3
44	-4.1	0.5	-1.1	-4.5	-1.5
45	-102.0	-2.0	1.0	-4.2	4.2

(continued)
#	smiles	HTRA1 inh	ABHD4 inh	TDP2 inh	TCR CD3 inh	PG9 binder
46	CCCCOc1c(Cl)cc(CNC(C)(C)CO)cc1OCC	-5.1	9.4	-9.5	-2.3	1.2
47	CCn1c2ccccc2c2nnc(SCCN3CCOCC3)nc21	6.8	5.0	-4.0	8.8	-1.9
48	CCn1c(SCC(=O)NCc2ccc3c(c2)OCO3)nnc1-c1cccs1	3.1	9.1	-7.4	6.6	-4.0
49	CCC(C)NCCOCCOc1cc(C)c(Cl)c(C)c1 (stereo not given)	3.8	7.0	-0.6	0.4	-0.4

#	SIAE inh	LEDGF integ inh	UHRF1 binding	DDE Tn7 FP inh	PRMT1 FP inh
46	3.5	1.4	-0.7	-6.6	-2.2
47	0.2	-4.7	-4.6	4.2	-4.5
48	0.2	0.5	-2.3	-2.6	1.4
49	-2.9	4.6	0.1	-5.3	-1.8

Screening data: PubChem BioAssay, The Scripps Research Institute Molecular Screening Center
